# Source: PubChem
# TbPYK inhibitor – blocks Trypanosoma brucei pyruvate kinase; Q57TT1; TbPYK enzyme, Kinase-Glo Plus ATP luminescence, 45 min; Potency, µM (highest dose often 76.8 µM), inactives show at the highest dose activity, negative = inhibition, usual class: inhibitors; actives 0.12% (n = 410,000); AID 624173; active means well fitted inhibition curve with a large enough effect; inconclusive means small, poorly fitted or top-dose-only effect; further: nearly all actives have a fitted effect of over 50% in size
#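 Screened from lowest to highest concentration, compounds were pinned into TbPYK/substrate mixtures, and ADP (130 uM final) was added. Plates sat at room temperature for 45 min prior to Kinase-Glo Plus detection by luminescence.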
# Numbers without * were called inactive; ? = inconclusive; & = joins results of further samples; [ ] = dose if it differs, or a comment. On the % scale 0 is the no-effect control and ±100 the full control effect; potency means the concentration at half of the fitted maximal effect. The list is partial; rates above refer to the full screens.
SMILES,TbPYK inhibitor
Cc1ccc(NC(=O)c2ncn(CCCN3CCN(c4ccccn4)CC3)n2)cc1C,1.1%
O=c1oc2ccc(Br)cc2cc1-c1csc(-c2ccc(Cl)cc2)n1,0.1%
Cc1ccc(S(=O)(=O)N2CCOCC2)cc1NC(=O)COC(=O)C1CCC1,-2.4%
CCCNC(=O)C1(C)CCN(Cc2ccc(Oc3ccccc3)cc2)C1 (stereo not drawn),0.2%
Cc1cc(C)c(Cn2c(=O)[nH][nH]c2=O)cc1Cn1c(=O)[nH][nH]c1=O,0.5%
Cc1ccc(-n2c3nc(=O)[nH]c(=O)c-3cc3c(C)nn(-c4ccccc4)c32)cc1Cl,2.8%
COc1ccc(CCNC(=O)c2ccc3c(c2)CCN3S(=O)(=O)c2ccc(C)cc2)cc1,3.4%
CCc1ccc2oc(-c3cccc(NC(=O)c4ccc(-c5cccc([N+](=O)[O-])c5)o4)c3)nc2c1,-10.5%
Cc1ccc(N2C(=O)N(Cc3cccc(Cl)c3)c3ccccc3S2(=O)=O)cc1,-0.5%[15.4 µM]
COc1cccc(CNC(=O)Cn2c(SCC(=O)Nc3ccc(C)c(C)c3)nc3ccccc32)c1,-1.4%
Cc1c(C(=O)Nc2ccccc2Br)oc2ccc(S(=O)(=O)N3CCCCCC3)cc12,-2.1%
COC(C/C=C/[C@H](O)[C@H](C)OCc1ccccc1)OC,3.6%
CCOC(Cn1cc([N+](=O)[O-])c(=O)[nH]c1=O)OCC,-5.9%
CCOC(=O)c1ccc(NC(=O)CC2C(=O)N(c3cccc(OC)c3)C(=O)N2Cc2cccnc2)cc1 (stereo not drawn),1.2%
COc1ccc(C(CC(=O)O)NC(=O)c2cc3ccccc3oc2=O)cc1OC (stereo not drawn),-0.6%
O=c1c2oc3ccccc3c2n(Cc2cccc(F)c2)c(=O)n1Cc1ccc2c(c1)OCO2,1.4%
CCOc1ccc(NC(=O)c2ccc(F)c(S(=O)(=O)N(Cc3ccc(C(=O)OC)cc3)Cc3ccc(OC)c(OC)c3)c2)cc1,0.0%
Cc1cccc(N2CCN(S(=O)(=O)c3cc(C(=O)Nc4ccccc4Cl)ccc3F)CC2)c1C,3.1%
COc1ccc(C(=O)N2CC(=O)Nc3ccc(C)cc3C2c2ccc(F)cc2)c(OC)c1 (stereo not drawn),4.6%
S=C(NCc1ccccn1)NN=Cc1ccccn1,-15.5%
O=C(NCCc1ccccc1)Nc1nnc([C@@H]2C[C@H](O)[C@@H](CO)O2)s1,-3.8%
COc1ccc(S(=O)(=O)N2CCCCCC2)cc1NC(=O)CCc1cc(OC)c(OC)c(OC)c1,-0.9%
C=CCOC(=O)C1=C[C@@H](c2ccc(Br)cc2)C[C@@H](OCCCCO)O1,2.7%
COC(=O)c1ccccc1NC(=O)NCCc1c(C)nn(C)c1C,2.3%
COc1cccc(CCNC(=O)c2ccc(Cn3c(SCc4ccccc4)nc4cccnc43)cc2)c1,-0.6%
# Later entries
SMILES,TbPYK inhibitor
Cc1cccc(CNC(=O)C2CCN(S(=O)(=O)c3cccc4nonc34)CC2)c1,-7.8%
CCN(CC)c1nc2c(S(=O)(=O)c3cccc(Cl)c3)nnn2c2ccsc12,-3.5%
COCc1nc2cccnc2n1C1CCN(S(=O)(=O)N(C)C)CC1,1.3%
Cc1oc(-c2ccccc2)nc1Cn1c(=O)cc(-c2ccccc2)c2c(C)nn(C)c21,2.9%
COC(C/C=C/C(=O)[C@H](C)OCc1ccccc1)OC,-9.0%
CC(NC(=O)C1CCN(CCOc2ccc(Cl)cc2)CC1)c1cccc2ccccc12 (stereo not drawn),1.0%
CCOc1ccc(S(=O)(=O)N2CCN(c3cccc(C(F)(F)F)c3)CC2)cc1OCC,2.9%
CCn1c(C(=O)NCc2ccccc2C)cc2oc3ccccc3c21,-10.5%
Cc1ccc(CNC(=O)C(=O)NCC(c2cccs2)S(=O)(=O)c2ccc(C)cc2)cc1 (stereo not drawn),-2.2%
Cc1ccc(NC(=O)Cc2ccc(-n3c(C)nc4cccnc43)cc2)cc1C,-4.7%[15.4 µM]
COc1ccc(C(=O)Nc2ccc3nc4n(c(=O)c3c2)CCCCC4)cc1OC,-10.7%&-5.2%
O=C(Nc1cc(F)ccc1F)N1CCC(CN2CCCC2)CC1,0.0%
Cc1cc(C)c(NC(=O)C2CCN(c3nc4ccccc4[nH]3)CC2)c(C)c1,3.5%[15.4 µM]
Cc1ccc(NC(c2cccc(Cl)c2)c2nnc(-c3ccccc3)o2)cc1F (stereo not drawn),0.2%
COc1ccc(-n2nnnc2SCC(=O)NCCc2ccccc2)cc1,-0.5%
COc1ccccc1CNC(=O)CCCCn1c(=O)c2ccccc2n(CC(=O)Nc2c(C)cc(C)cc2C)c1=O,8.6%
O=C(Nc1ccc2c(c1)CCCN2C(=O)c1cccs1)c1ccc(F)c(F)c1,5.0%
CCn1cc(C2C3=C(CC(C)(C)CC3=O)N(c3ccc(C)cc3)C3=C2C(=O)CC(C)(C)C3)c(C)n1,4.1%
O=c1c2cc3c(cc2nc2sc(Nc4cccc([N+](=O)[O-])c4)nn12)OCO3,-16.1%[15.4 µM]
CN(CC(=O)Nc1cc(C(F)(F)F)ccc1-n1cncn1)Cc1ccccc1N1CCOCC1,-4.3%
COc1ccc(CN(C)C(=O)CCC(=O)N2CCN(S(=O)(=O)c3ccc(Cl)cc3)CC2)c(OC)c1,0.3%
Nc1ncc(S(=O)(=O)N2CCN(c3ccccc3)CC2)cn1,2.2%
Cc1cccnc1C(NC(=O)C1CCN(CCCOc2ccccc2)CC1)c1ccc(F)cc1 (stereo not drawn),0.6%
CCCN(CCC)C(=O)CSc1nnc2cc(C)c3cc(C)cc(C)c3n12,?
CC(C)(C)OC(=O)N1CCCC(C(=O)Nc2cccc(C(=O)NCCc3ccccc3)c2)C1 (stereo not drawn),-3.7%

# Some of these compounds in order of molar mass, low to high:
SMILES,TbPYK inhibitor
O=c1c2cc3c(cc2nc2sc(Nc4cccc([N+](=O)[O-])c4)nn12)OCO3,-16.1%[15.4 µM]
Cc1ccc(NC(c2cccc(Cl)c2)c2nnc(-c3ccccc3)o2)cc1F (stereo not drawn),0.2%
Cc1cccnc1C(NC(=O)C1CCN(CCCOc2ccccc2)CC1)c1ccc(F)cc1 (stereo not drawn),0.6%

# Going on with the list:
SMILES,TbPYK inhibitor
COc1ccc(NC(=O)CN(C)S(=O)(=O)c2ccc3nc(C)sc3c2)cc1Cl,5.8%
CCN1CCc2c(sc(-n3cccc3)c2C(C)NC(=O)Nc2ccc(C(=O)OC)cc2)C1 (stereo not drawn),4.0%
COc1ccc(Cn2cc(C(=O)c3ccc(C)cc3)c(=O)c3cc(OC)c(OC)cc32)cc1,-5.9%
CN(C)c1ccc(/C=C/CNC[C@H]2O[C@@H](n3ccc(N)nc3=O)[C@H](O)[C@@H]2O)cc1,-4.1%
O=c1c2ccccc2n2c(-c3ccccc3O)nnc2n1Cc1ccc(F)cc1,6.7%
c1cc(-c2ccc3c(c2)CCO3)n2cnnc2c1,0.2%
COC(=O)c1sc2cccc(F)c2c1S(=O)(=O)NCc1ccc(F)cc1,-10.4%
COc1ccc(NC(=O)Cn2cc(C(=O)c3ccc(C)c(C)c3)c(=O)c3cc(OC)ccc32)cc1,3.9%
C=CCC1=C(C)C(OC(=O)C2C(C=C(C)C)C2(C)C)CC1=O (stereo not drawn),-3.9%[157 µM]
CN(C)c1ccc(Nc2ncnc3sc4c(c23)CCCC4)cc1,-15.1%
Cc1cccn2c(=O)cc(COc3cccc(NC(=O)Nc4cccc(Cl)c4)c3)nc12,-8.8%
Cc1ccc(-c2csc(=Nc3ccc(F)cc3)n2Cc2ccc3c(c2)OCO3)cc1C,1.2%
COc1ccc(C2COc3cc(O)ccc3C2)c(OC)c1O (stereo not drawn),-15.0%
COc1ccc(OCCCn2c(C3CC(=O)N(c4ccc(F)cc4)C3)nc3ccccc32)cc1 (stereo not drawn),-2.6%
COc1ccccc1N1CCN(C(=O)CN2C(=O)COc3ccc(S(=O)(=O)N4CCOCC4)cc32)CC1,3.5%
CCc1nc(N)nc(N)c1-c1ccc(Cl)c([N+](=O)[O-])c1,0.5%
O=C(COC(=O)c1cc(=O)c2ccccc2o1)NCc1ccc(Cl)cc1,-1.9%
COc1ccccc1-c1noc(CCC(=O)Nc2cccnc2)n1,5.2%
Cc1cc(C)cc(S(=O)(=O)Nc2cccc(-c3ccc(N4CCOCC4)nn3)c2)c1,3.6%
COc1cccc(CNC(=O)c2[nH]c3cc(C)ccc3c2Sc2ccccc2)c1,-16.0%
CCOC(=O)C1(C)CCCN1C(=O)c1ccc(C(=O)OC)cc1 (stereo not drawn),2.1%
O=C(NCCCN1CCN(c2ccc(F)cc2)CC1)c1ccc2nc(Cc3ccccc3)oc2c1,-1.8%
COc1cc(-n2c(=O)c3ccccc3n(Cc3cccc(Cl)c3)c2=O)cc(OC)c1OC,-1.6%
CCc1nnc(NC(=O)c2ccc3c(=O)n4c(nc3c2)CCC4)s1,-0.1%
COc1cccc(/C=C/C(=O)OCC(=O)NC2CCCC2)c1,-2.8%

# Reprinted from the part before: three entries; new compounds follow.
SMILES,TbPYK inhibitor
COc1cc(-n2c(=O)c3ccccc3n(Cc3cccc(Cl)c3)c2=O)cc(OC)c1OC,-1.6%
CCc1nnc(NC(=O)c2ccc3c(=O)n4c(nc3c2)CCC4)s1,-0.1%
COc1cccc(/C=C/C(=O)OCC(=O)NC2CCCC2)c1,-2.8%
COc1ccc(CNC(=O)O[C@H]2Cn3c(=O)ccc(=O)n3[C@@H]3CN(S(=O)(=O)c4ccc(C)cc4)C[C@]23O)cc1OC,1.0%
Cc1cc2c(n1-c1ccc(C(=O)NCc3ccc(OC(C)C)cc3)cc1)CCCC2,1.1%
Cc1cn2c(=O)cc(COC(=O)c3ccc(NC(=O)COc4ccc(C)c(C)c4)cc3)nc2s1,-6.9%
O=C(Cn1c(=O)oc2ccccc21)NCc1ccc(Cl)cc1,0.4%
O=C(CSc1nc(Nc2ccc(F)cc2)c2ccccc2n1)c1ccc(F)cc1,3.1%
CC(C)CNC(=O)C1(C)CCCN1C(=O)c1c(Cl)cccc1Cl (stereo not drawn),-1.4%
CC(C)CCn1c(=O)c2sccc2n2c(CCCC(=O)Nc3ccc(F)c(Cl)c3)nnc12,1.6%
Cc1ccc(S(=O)(=O)N2C[C@H]3n4c(=O)ccc(=O)n4C[C@H](OC(=O)NCC4CCCCC4)[C@@]3(O)C2)cc1,0.6%
CCOc1ccc(N(C)S(=O)(=O)c2ccc3c(c2)CCCN3C(C)=O)cc1,-1.9%
COc1ccc(NC(=O)N(C)C[C@H]2OCCCC[C@H](C)Oc3ccc(NC(=O)Nc4ccc5c(c4)OCO5)cc3C(=O)N([C@@H](C)CO)C[C@@H]2C)cc1,-13.3%
Cc1c(C(=O)Nc2cccc(F)c2)sc2nc(-c3cc4ccccc4oc3=O)[nH]c(=O)c12,-26.5%
Cc1ccc(C)c(N2CCN(C(c3ccccc3)c3nnnn3C(C)(C)C)CC2)c1 (stereo not drawn),5.3%
Cc1ccc2c(C)nc(Nc3nc(CSc4nc5ccccc5s4)cc(=O)[nH]3)nc2c1,-3.6%
O=C(NCC(c1ccc2c(c1)OCO2)N1CCOCC1)c1c(F)cccc1F (stereo not drawn),-1.1%
COc1ccc(-n2c(=O)c3ccccc3n(CC(=O)NCCc3ccc(OC)c(OC)c3)c2=O)cc1,-8.3%
COC(=O)C1=C(c2cccc(OCc3ccccc3)c2)C[C@@H]2CC[C@H]1N2C,-1.6%
COCCCNC(=O)c1csc([C@@H]2C[C@H](O)[C@@H](CO)O2)n1,1.0%
CCOC(=O)c1c(C)oc(=O)c(CC)c1O,-1.1%
COc1ccc(F)cc1-c1cc(C(=O)NCc2cccc(C(F)(F)F)c2)[nH]n1,6.1%
O=[N+]([O-])c1ccc(S(=O)(=O)NN=C2CCCCC2)cc1,0.2%
COc1ccc(C(C)C)cc1-c1cc(C(=O)NCc2cc(C(F)(F)F)cc(C(F)(F)F)c2)[nH]n1,3.5%
N#Cc1ccccc1COC(=O)c1cc(S(=O)(=O)N2CCOCC2)ccc1F,-12.0%
COc1ccc(CCC(=O)NCc2nc3cccnc3n2Cc2ccccc2)cc1,-0.6%
C=CCn1c(SCC(=O)Nc2cc(C)on2)nc2ccccc21,3.1%
COc1ccc(S(=O)(=O)n2cccc2)cc1,-4.2%

# 2 neighbouring records out of the list so far, for reference:
SMILES,TbPYK inhibitor
C=CCn1c(SCC(=O)Nc2cc(C)on2)nc2ccccc21,3.1%
COc1ccc(S(=O)(=O)n2cccc2)cc1,-4.2%

# Going on with the list.
SMILES,TbPYK inhibitor
COc1ccc([C@H]2C[C@H](n3cc(COC(=O)c4ccccc4)nn3)[C@@H](O)CN2Cc2cccs2)cc1,-0.8%
CC1CCCCC1=NNC(=O)c1ccccc1 (stereo not drawn),-8.2%
COc1ccc(NC(=O)C2(C)Cc3c(-c4cccc(NC(C)=O)c4)ccnc3O2)cc1 (stereo not drawn),0.3%
CNC(=O)CN1C(=O)c2cccnc2Sc2ccccc21,3.1%
COCCn1c(=O)c(C)nc2cnc(N3CCNCC3)nc21,0.0%
CCOC(=O)c1c(NC(=O)CCCOc2ccc(C(C)(C)C)cc2)sc2c1CCC2,3.7%
CCOc1ccc(Nc2ccc(S(=O)(=O)N3CCOCC3)cc2[N+](=O)[O-])cc1,-0.3%
O=C(C1CCN(S(=O)(=O)c2ccc(Br)s2)CC1)N1CCN(c2ccc(F)cc2)CC1,4.1%
CN(C)CCCN1c2ccc(O)cc2Sc2ccc(Cl)cc21,-12.3%
OCC1OC(O)CC(O)C1O (stereo not drawn),-3.8%
Cc1ccc(NC(=O)Cn2ccn(Cc3ccc(Cl)cc3)c(=O)c2=O)cc1C,-3.9%
COc1cc2c(C(=O)N3CCN(c4ccc(F)cc4)CC3)cn(CC(C)C)c(=O)c2cc1OC,3.0%
